High-throughput results deposited in PubChem BioAssay by several laboratories.
Rab7 wt GTP bind: alters GTP binding to wildtype dog Rab7. GST-Rab7 beads, fluorescent GTP binding, flow cytometry; actives lie on both sides; untreated = 100%, excess cold GTP = 0%. GTP binding activity (percent of control), % at 10 µM. hit rate 0.055% among 190,000;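 active means fluorescent GTP binding to Rab7 beads changed by at least 20 points from the 100% baseline, either direction, mostly lower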;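 further: median green fluorescence of bound Bodipy-FL-GTP per Rab7 bead population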
Bim-Mcl-1: inhibitors of Bim-Mcl-1 interaction, human; Bead-based flow cytometry, Bim peptide-Mcl-1 binding; inhibition, % at 10 µM; hit rate 0.1% among 190,000; AID 1009; in the data active means inhibition above about 40%;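 further: 0% = no compound tracer wells and 100% = peptide blocker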
Target sequence (Q07820 whole entry, looked up): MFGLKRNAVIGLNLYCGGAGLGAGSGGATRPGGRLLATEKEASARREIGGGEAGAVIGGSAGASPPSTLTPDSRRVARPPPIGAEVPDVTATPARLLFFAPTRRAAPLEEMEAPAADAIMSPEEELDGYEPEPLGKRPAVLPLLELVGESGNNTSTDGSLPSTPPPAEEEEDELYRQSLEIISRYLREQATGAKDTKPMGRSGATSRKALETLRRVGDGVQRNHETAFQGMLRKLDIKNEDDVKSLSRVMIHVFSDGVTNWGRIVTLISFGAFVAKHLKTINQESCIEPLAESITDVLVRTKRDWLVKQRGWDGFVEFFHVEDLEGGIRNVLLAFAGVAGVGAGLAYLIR
Rac1 wt modul: modulators of human Rac1 wildtype GTP binding; P63000; GTP binding activity (% of control), % at 10 µM; hit rate 0.27% among 190,000; GST-Rac1 beads, fluorescent GTP binding, flow cytometry; actives lie on both sides; 0 = cold GTP competed, 100 = untreated;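 active means GTP binding activity at least 20 points away from the 100% control level, either lower or higher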
Cdc42 wt: modulators (inhibitors or activators) of GTP binding to human Cdc42 wildtype | P60953 | GST-Cdc42 beads, Bodipy-GTP binding, flow cytometry; actives lie on both sides | percent activity (GTP binding), % at 10 µM | hit rate 0.2% among 190,000 | AID 761;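 active means percent activity GTP binding at least 20 points away from the 100% baseline, either down as inhibitor or up as activator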;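 further: median bead fluorescence of bound Bodipy-FL-GTP at 100 nM; 0% = excess unlabeled GTP control and 100% = no compound control; below 100% means less GTP binding so inhibitor and above means activator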
Target sequence (P60953 whole entry, looked up): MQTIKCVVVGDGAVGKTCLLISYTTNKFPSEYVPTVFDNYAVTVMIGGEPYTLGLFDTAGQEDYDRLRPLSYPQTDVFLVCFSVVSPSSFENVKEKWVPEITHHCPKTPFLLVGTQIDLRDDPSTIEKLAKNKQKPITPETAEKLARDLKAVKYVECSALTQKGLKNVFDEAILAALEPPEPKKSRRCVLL
Pf gamet viab: inhibitors of late stage P. falciparum gametocyte viability | P. falciparum stage V gametocytes, ATP luminescence, 24 h | inhibition, % at 10.9 µM | hit rate 0.065% among 150,000 | AID 743093;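 active means inhibition above the mean plus 3 SD of compounds within the control limits, set per campaign, cut at about 38% in these data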;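 further: 0% = DMSO wells and 100% = medium only without gametocytes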
Avidin bead fluor: compound fluoresces at 488/530 nm on avidin beads; compound fluorescence 488/530 nm, flow cytometry; stronger effect = higher value; fluorescence (KMESF) at 10 µM; hit rate 0.38% among 220,000; AID 1775; in the data active means fluorescence above about 47; further: inactives centre near 10
Rab2 wt GTP: changes GTP binding to wildtype dog Rab2A, up or down | P61105 | GST-Rab2 wt beads, Bodipy-GTP binding, flow cytometry | GTP binding activity, % at 10 µM | hit rate 0.19% among 190,000 | AID 760;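 active means GTP binding activity at least 20 points away from 100%, either lowered or raised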;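 further: 0% = beads with excess unlabeled GTP and 100% = no-compound control corrected for plate trend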
Rac1 act GTP bind: alters GTP binding to activated mutant human Rac1; P63000; GST-Rac1 activated beads, fluorescent GTP binding, flow cytometry; actives lie on both sides; 100% means binding = to untreated wells; percent activity (GTP binding), % at 10 µM; hit rate 0.11% among 190,000;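 active means GTP binding at least 20 percentage points away from the 100% baseline, in either direction, so actives lie on both sides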
Mcl1 Noxa PPI: Mcl-1/Noxa interaction inhibition | Q07820 | TR-FRET Mcl-1/Noxa peptide binding, 2 h | inhibition, % at 21.7 µM | hit rate 1.5% among 220,000 | AID 1022;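 active means compounds that cut the protein-peptide binding signal by more than 50% relative to plate controls in a single-dose test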;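 further: His-tagged Mcl-1 with rhodamine Noxa BH3 peptide and terbium anti-His antibody; 0% = Mcl-1 plus Noxa peptide wells and 100% = peptide-only wells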
Mcl1-Bid inh: disrupts binding of human Mcl-1 to Bid peptide | AID 1021 | TR-FRET Mcl-1/Bid-Dy647 peptide binding, 1536-well | hit rate 0.97% among 220,000 | Q07820 | inhibition, % at 21.7 µM;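 active means compounds that cut the binding signal by more than half at the single screening dose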;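 further: His-tagged Mcl-1 with europium anti-His antibody binding Bid BH3 peptide; 0% = Mcl-1 plus peptide wells and 100% = peptide-only wells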
HRas wt GTP: changes GTP binding to wildtype human HRas | P01112 | GST-Ras wt beads, Bodipy-FL-GTP binding, flow cytometry; actives lie on both sides | GTP binding activity, % at 10 µM | hit rate 0.14% among 190,000;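 active means GTP binding activity at least 20% away from the 100% baseline, either lowered as inhibitor or raised as activator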;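 further: 0% = unlabeled GTP competition control and 100% = no-compound control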
Target sequence (P01112 whole entry, looked up): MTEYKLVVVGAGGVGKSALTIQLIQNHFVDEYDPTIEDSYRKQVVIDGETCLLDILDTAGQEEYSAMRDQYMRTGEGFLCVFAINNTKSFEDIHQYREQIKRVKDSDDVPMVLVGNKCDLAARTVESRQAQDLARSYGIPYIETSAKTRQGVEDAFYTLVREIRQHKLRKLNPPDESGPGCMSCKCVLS
* marks the source's active call; other numbers are inactive results.

For COc1ccc(-c2nc(CN(Cc3cnn(C)c3)C(C)C)c(C)o2)c(OC)c1 the results were Rab7 wt GTP bind 97, Bim-Mcl-1 -1, Rac1 wt modul 103, Cdc42 wt 98, Pf gamet viab -8, Avidin bead fluor 9, Rab2 wt GTP 100, Rac1 act GTP bind 98, Mcl1 Noxa PPI 15, Mcl1-Bid inh -23 and HRas wt GTP 99.
`Cc1cccc2nc(CSc3ccccc3N)cn12` gave Rab7 wt GTP bind 97, Bim-Mcl-1 -3, Rac1 wt modul 101, Cdc42 wt 98, Avidin bead fluor 9, Rab2 wt GTP 98, Rac1 act GTP bind 97, Mcl1 Noxa PPI 14, Mcl1-Bid inh -14 and HRas wt GTP 99.
`CCOC(=O)C(CC)/C(C)=N\NC(=O)c1ccccc1O` (centres undefined) gave Rab7 wt GTP bind 103, Bim-Mcl-1 1, Rac1 wt modul 112, Cdc42 wt 108, Pf gamet viab -45, Avidin bead fluor 12, Rab2 wt GTP 101, Rac1 act GTP bind 102, Mcl1 Noxa PPI 9, Mcl1-Bid inh -69 and HRas wt GTP 103.
Screening CC1=NN(C(=O)Cn2nc([N+](=O)[O-])cc2C)C(O)(C(F)(F)F)C1 (centres undefined) returned Rab7 wt GTP bind 98, Bim-Mcl-1 0, Rac1 wt modul 104, Cdc42 wt 104, Pf gamet viab -20, Avidin bead fluor 12, Rab2 wt GTP 102, Rac1 act GTP bind 102, Mcl1 Noxa PPI 25, Mcl1-Bid inh -11 and HRas wt GTP 101.
COc1ccccc1N1CCN(C(=O)Cn2nnc(-c3cccs3)n2)CC1 was read as Rab7 wt GTP bind 100, Bim-Mcl-1 -1, Rac1 wt modul 103, Cdc42 wt 100, Avidin bead fluor 26, Rab2 wt GTP 99, Rac1 act GTP bind 101, Mcl1 Noxa PPI 17, Mcl1-Bid inh 0 and HRas wt GTP 99.
For COCCNC(=O)CSc1ccccc1C(=O)NCC1CCCCC1 the results were Rab7 wt GTP bind 101, Bim-Mcl-1 -4, Rac1 wt modul 100, Cdc42 wt 98, Avidin bead fluor 9, Rab2 wt GTP 96, Rac1 act GTP bind 96, Mcl1 Noxa PPI 2, Mcl1-Bid inh -21 and HRas wt GTP 97.
For CCCCCCCCCC(=O)Nn1cnc2ccccc2c1=O the results were Rab7 wt GTP bind 98, Bim-Mcl-1 0, Rac1 wt modul 93, Cdc42 wt 91, Pf gamet viab 3, Avidin bead fluor 10, Rab2 wt GTP 94, Rac1 act GTP bind 90, Mcl1 Noxa PPI 12, Mcl1-Bid inh 8 and HRas wt GTP 94.
Screening Cc1cc(C)n(-c2nc3ccccc3c(=O)n2OCC(=O)Nc2c(C)cccc2C)n1 returned Rab7 wt GTP bind 95, Bim-Mcl-1 -2, Rac1 wt modul 93, Cdc42 wt 97, Pf gamet viab 16, Avidin bead fluor 6, Rab2 wt GTP 92, Rac1 act GTP bind 92, Mcl1 Noxa PPI 8, Mcl1-Bid inh 4 and HRas wt GTP 93.
`COc1ccc(C(=O)Nc2cccc(N(C)S(C)(=O)=O)c2)cc1OC` gave Rab7 wt GTP bind 102, Bim-Mcl-1 0, Rac1 wt modul 105, Cdc42 wt 103, Avidin bead fluor 25, Rab2 wt GTP 99, Rac1 act GTP bind 99, Mcl1 Noxa PPI 7, Mcl1-Bid inh -19 and HRas wt GTP 100.
`Cc1c(Cl)cccc1N1C(=O)CC(N(O)c2ccccc2)C1=O` (centres undefined) gave Rab7 wt GTP bind 98, Bim-Mcl-1 -4, Rac1 wt modul 104, Cdc42 wt 106, Pf gamet viab -17, Avidin bead fluor 8, Rab2 wt GTP 108, Rac1 act GTP bind 102, Mcl1 Noxa PPI -8, Mcl1-Bid inh -62 and HRas wt GTP 106.
`O=C(c1ccco1)N1N=C(c2ccc(Cl)cc2)CC1(O)C(F)(F)F` (centres undefined) gave Rab7 wt GTP bind 92, Bim-Mcl-1 -2, Rac1 wt modul 96, Cdc42 wt 95, Pf gamet viab 14, Avidin bead fluor 12, Rab2 wt GTP 91, Rac1 act GTP bind 91, Mcl1 Noxa PPI -5, Mcl1-Bid inh 0 and HRas wt GTP 94.
Screening CCOC(=O)C1CCN(C(=O)c2cccs2)CC1 returned Rab7 wt GTP bind 98, Bim-Mcl-1 -2, Rac1 wt modul 98, Cdc42 wt 93, Pf gamet viab 8, Avidin bead fluor 12, Rab2 wt GTP 94, Rac1 act GTP bind 96, Mcl1 Noxa PPI 2, Mcl1-Bid inh -18 and HRas wt GTP 95.
For Cn1c(SCC(=O)N2CCOCC2)nc2cccnc21 the results were Rab7 wt GTP bind 100, Bim-Mcl-1 -5, Rac1 wt modul 105, Cdc42 wt 103, Pf gamet viab -6, Avidin bead fluor 14, Rab2 wt GTP 105, Rac1 act GTP bind 100, Mcl1 Noxa PPI -5, Mcl1-Bid inh -19 and HRas wt GTP 102.
CCOC(=O)Cc1nnc(Nc2cccc(O)c2)c2ccccc12 was read as Rab7 wt GTP bind 100, Bim-Mcl-1 -3, Rac1 wt modul 99, Cdc42 wt 94, Avidin bead fluor 6, Rab2 wt GTP 98, Rac1 act GTP bind 96, Mcl1 Noxa PPI 20, Mcl1-Bid inh -16 and HRas wt GTP 95.
Screening CCOC(=O)N1CCN(C(=O)CS(=O)(=O)c2cn(Cc3ccc(Cl)cc3)c3ccccc23)CC1 returned Rab7 wt GTP bind 100, Bim-Mcl-1 0, Rac1 wt modul 107, Cdc42 wt 102, Avidin bead fluor 7, Rab2 wt GTP 104, Rac1 act GTP bind 99, Mcl1 Noxa PPI 5, Mcl1-Bid inh -8 and HRas wt GTP 101.
Screening CN(C1CCCCC1)S(=O)(=O)c1ccc(S(=O)(=O)N2CCN(C(=O)c3ccccc3F)CC2)cc1 returned Rab7 wt GTP bind 94, Bim-Mcl-1 -4, Rac1 wt modul 104, Cdc42 wt 101, Avidin bead fluor 36, Rab2 wt GTP 100, Rac1 act GTP bind 98, Mcl1 Noxa PPI -2, Mcl1-Bid inh 7 and HRas wt GTP 99.
Screening CCCC(c1nnnn1CCc1ccccc1)N1CCC(C(N)=O)CC1 (centres undefined) returned Rab7 wt GTP bind 91, Bim-Mcl-1 -3, Rac1 wt modul 99, Cdc42 wt 97, Avidin bead fluor 21, Rab2 wt GTP 96, Rac1 act GTP bind 95, Mcl1 Noxa PPI -2, Mcl1-Bid inh 5 and HRas wt GTP 95.
`O=C(COC(=O)c1cn(-c2ccccc2)nc1-c1ccc(F)cc1)Nc1ncc(Cl)cc1Cl` gave Rab7 wt GTP bind 97, Bim-Mcl-1 -1, Rac1 wt modul 103, Cdc42 wt 105, Avidin bead fluor 14, Rab2 wt GTP 99, Rac1 act GTP bind 99, Mcl1 Noxa PPI 27, Mcl1-Bid inh 2 and HRas wt GTP 103.
Screening COc1ccc(OCc2nnc(SCC(N)=O)n2N)cc1 returned Rab7 wt GTP bind 98, Bim-Mcl-1 -3, Rac1 wt modul 105, Cdc42 wt 104, Avidin bead fluor 15, Rab2 wt GTP 105, Rac1 act GTP bind 100, Mcl1 Noxa PPI 4, Mcl1-Bid inh -9 and HRas wt GTP 103.
`Cc1ccc(NC(=O)C(=O)NCCc2c[nH]c3ccccc23)cc1C` gave Rab7 wt GTP bind 102, Bim-Mcl-1 1, Rac1 wt modul 94, Cdc42 wt 94, Pf gamet viab 5, Avidin bead fluor 9, Rab2 wt GTP 97, Rac1 act GTP bind 93, Mcl1 Noxa PPI -8, Mcl1-Bid inh -46 and HRas wt GTP 96.
For O=[N+]([O-])c1ccc(Oc2ccc(C(F)(F)F)cn2)cc1 the results were Rab7 wt GTP bind 95, Bim-Mcl-1 6, Rac1 wt modul 95, Cdc42 wt 93, Pf gamet viab 8, Avidin bead fluor 9, Rab2 wt GTP 93, Rac1 act GTP bind 92, Mcl1 Noxa PPI -7, Mcl1-Bid inh -13 and HRas wt GTP 92.
Nc1ccc(-c2cnc(-c3ccc(N)cc3)nc2)cc1 was read as Rab7 wt GTP bind 97, Bim-Mcl-1 0, Rac1 wt modul 92, Cdc42 wt 94, Pf gamet viab 37, Avidin bead fluor 5, Rab2 wt GTP 91, Rac1 act GTP bind 93, Mcl1 Noxa PPI 9, Mcl1-Bid inh -19 and HRas wt GTP 94.
`COc1ccc(Cc2n[nH]c(=S)n2-c2ccc3c(c2)OCCO3)cc1` gave Rab7 wt GTP bind 106, Bim-Mcl-1 -2, Rac1 wt modul 98, Cdc42 wt 96, Avidin bead fluor 8, Rab2 wt GTP 100, Rac1 act GTP bind 96, Mcl1 Noxa PPI -2, Mcl1-Bid inh -40 and HRas wt GTP 100.
Screening COC(=O)CN1C(=O)CC(C)(C)Sc2ccccc21 returned Rab7 wt GTP bind 104, Bim-Mcl-1 -5, Rac1 wt modul 104, Cdc42 wt 101, Avidin bead fluor 6, Rab2 wt GTP 98, Rac1 act GTP bind 96, Mcl1 Noxa PPI -2, Mcl1-Bid inh -1 and HRas wt GTP 101.
For Cc1ccc2c(c1)C(c1ccc(F)cc1)N(C(=O)c1cc3ccccc3oc1=O)CC(=O)N2 (centres undefined) the results were Rab7 wt GTP bind 105, Bim-Mcl-1 -6, Rac1 wt modul 103, Cdc42 wt 100, Avidin bead fluor 3, Rab2 wt GTP 103, Rac1 act GTP bind 100, Mcl1 Noxa PPI -1, Mcl1-Bid inh -4 and HRas wt GTP 103.
For CSc1ccc(/C=C/C(=O)NC(=O)c2ccccc2O)cc1 the results were Rab7 wt GTP bind 102, Bim-Mcl-1 0, Rac1 wt modul 94, Cdc42 wt 92, Pf gamet viab 10, Avidin bead fluor 19, Rab2 wt GTP 95, Rac1 act GTP bind 92, Mcl1 Noxa PPI 11, Mcl1-Bid inh -30 and HRas wt GTP 96.
Screening Cc1nc2oc3c(NCc4ccccc4)ncnc3c2c2c1COC(C)(C)C2 returned Rab7 wt GTP bind 99, Bim-Mcl-1 2, Rac1 wt modul 102, Cdc42 wt 104, Pf gamet viab -21, Avidin bead fluor 36, Rab2 wt GTP 101, Rac1 act GTP bind 100, Mcl1 Noxa PPI -2, Mcl1-Bid inh 13 and HRas wt GTP 103.
Screening COC(=O)c1cc2c(ccn2-c2ccc(F)cc2)n1Cc1ccc(OC)cc1 returned Rab7 wt GTP bind 97, Bim-Mcl-1 -3, Rac1 wt modul 96, Cdc42 wt 94, Avidin bead fluor 16, Rab2 wt GTP 97, Rac1 act GTP bind 97, Mcl1 Noxa PPI 0, Mcl1-Bid inh -59 and HRas wt GTP 101.
